From PubChem BioAssay
HTT aggregate: reduces HttQ103-GFP aggregates in PC12 cells; PC12 HttQ103-GFP aggregates, Acumen cytometry, 40 h; Potency, µM (series often up to 46.1 µM), without a hit: at the top dose activity change, negative = inhibition, hits mostly inhibitors; hit rate 1.1% among 220,000; also: % is scaled to controls: 0 for no effect and ±100 for the full control effect; nearly all actives have a fitted effect of over 60% in size
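Using laser scanning cytometry, GFP-positive aggregates were counted after lysis of PC12 cells induced with 100 nM tebufenozide to express HTT exon 1 Q103–GFP. Compounds were tested in titration.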
HTT cytoprotect: protects HTT-Q103 PC12 cells, measured by ATP | hit rate 0.14% among 230,000 | PC12 HTT-Q103 induced, cytoprotection, ATP luminescence, 40 h | Potency, µM (highest dose often 56.4 µM), for the others: cytoprotection (ATP increase), hits mostly activators;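 also: % of control where 0% means no effect; nearly all actives have a fitted effect of over 45% in size; toxic huntingtin expression switched on by the ecdysone agonist tebufenozide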
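Compounds added alongside 100 nM tebufenozide, which induces toxic Q103 huntingtin exon 1-GFP in stable PC12 cells; surviving cells quantified by luminescent ATP measurement. Medium: phenol red-free DMEM, 5% equine and 5% calf serum.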
IMPase Li inh: membrane-permeable IMPase blocker, potentiated with lithium; CHO-M1 cells, IP1 TR-FRET (IP-One), carbachol + lithium; hit rate 0.35% among 210,000; Potency, µM (titrated, usually from 59.4 µM), inactives show at the top dose activity, negative = IMPase inhibition, most hits filed as inhibitors;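 also: IP1 builds up when IMPase is blocked and the TR-FRET signal falls; plate controls were basal vehicle for no effect and high inhibitor control for full effect; nearly all actives have a fitted effect of over 50% in size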
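Readout is a homogeneous TR-FRET IP1 immunoassay (Ex 320, Em 665 and 620), where raised cytosolic IP1 lowers signal. Cells were CHO-M1 treated 30 min at 37C with test compounds plus a little lithium; AC50 values came from Hill-equation fitting.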
RGS12 GoLoco inh: RGS12 GoLoco-Gai1 interaction inhibition. Potency, µM (top dose mostly 61.6 µM), inactives show at the highest dose activity, negative = inhibition, hits mostly inhibitors. P63096. hit rate 0.44% among 230,000. Gai1:RGS12 GoLoco peptide FP, rhodamine, 10 min. AID 880; active = well fitted inhibition curve with a large enough effect, not every such curve was filed as active; inactive = no such curve, though single readings can be large or run the other way; also: % is scaled to controls: 0 for no effect and ±100 for the full control effect; nearly all actives have a fitted effect of over 30% in size; many of its hits are not listed in these tables
Target sequence (P63096 whole entry, looked up): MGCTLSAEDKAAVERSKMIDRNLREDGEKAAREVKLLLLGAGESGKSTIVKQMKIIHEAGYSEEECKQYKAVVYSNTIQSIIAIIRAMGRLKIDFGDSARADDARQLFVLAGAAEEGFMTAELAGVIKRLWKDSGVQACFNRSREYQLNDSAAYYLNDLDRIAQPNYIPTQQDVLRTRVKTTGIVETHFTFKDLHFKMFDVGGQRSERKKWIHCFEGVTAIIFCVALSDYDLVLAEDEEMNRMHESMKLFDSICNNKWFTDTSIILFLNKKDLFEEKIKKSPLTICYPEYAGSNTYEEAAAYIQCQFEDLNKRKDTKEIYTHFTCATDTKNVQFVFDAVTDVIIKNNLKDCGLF
aGlu spleen mod: inhibits or activates alpha-glucosidase in human spleen homogenate; AID 2112; P10253; Potency, µM (titrated, usually from 79.9 µM), for inactives: at the top dose activity change, negative = inhibition, usual class: inhibitors; human spleen homogenate, 4-MU-alpha-glucoside fluorescence; hit rate 0.006% among 240,000;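 also: 0% = enzyme with vehicle and -100% = no enzyme basal signal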
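Compounds were titrated against alpha-glucosidase in spleen homogenate at pH 5.0, with 1 mM 4-methylumbelliferyl substrate for 40 min at 37 C. Reactions were quenched with pH 10 NaOH/glycine and fluorescence measured.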
GAA glycogen mod: inhibitors or activators of human alpha-glucosidase glycogen cleavage; recombinant GAA, glycogen substrate, Amplex Red glucose oxidase fluorescence; P10253; hit rate 0.38% among 300,000; Potency, µM (highest dose often 76.4 µM), for the others: at the top dose activity change, negative = inhibition, most hits filed as inhibitors;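 also: 0% = full enzyme reaction and -100% = no-enzyme basal signal; the screen sought inhibitors and activators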
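Recombinant human enzyme (4 nM); glycogen substrate; 37 C, 40 min, pH 5.0. Readout: coupled glucose oxidase/Amplex Red fluorescence.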
GAA inh: alpha-glucosidase (human) inhibition; P10253; purified human GAA, 4-MU-alpha-glucoside fluorescence; AID 1466; hit rate 0.005% among 200,000; Potency, µM (series often up to 76.9 µM), without a hit: at the highest dose activity change, negative = inhibition, most hits filed as inhibitors;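 also: plate controls were uninhibited enzyme wells for no effect and no-enzyme background for full effect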
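AC50 values come from Hill fits of compound titrations (up to 77 uM) against 4 nM human enzyme. Substrate 4-methylumbelliferyl-alpha-D-pyranoside at 400 uM, pH 5.0 citrate buffer, 20 min room temperature; fluorescence Ex 365/Em 440 after alkaline stop.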
Active calls of the source: *; ? = inconclusive; . = no result given; & = joins results of further samples; [ ] = remark or other dose. Unless noted, calls follow the shape of the dose curve; as a rule, active = well fitted curve in the direction sought with a large enough effect; inconclusive = small, poorly fitted or top-dose-only effect, or another doubt; inactive = no such curve, though single readings can be large; an effect the other way counts as inactive or inconclusive. Potency is read from the fitted curve at half-maximal effect.

Start of the listing, in advance, 2 compounds:
SMILES	HTT aggregate	HTT cytoprotect	IMPase Li inh	RGS12 GoLoco inh	aGlu spleen mod	GAA glycogen mod	GAA inh
CCOCC(=O)Nc1cccc(-c2nc3cccnc3s2)c1C	-14%[9.22 µM]	14%[10 µM]	1%	4%	3%	-2%	.
COc1cc(/C=C/C(=O)c2ccc(NS(=O)(=O)c3ccc(C)cc3)cc2)cc(OC)c1O	11%[9.22 µM]	5%[10 µM]	9%	27%	-8%	?	-9%

The list itself (from the top)
SMILES	HTT aggregate	HTT cytoprotect	IMPase Li inh	RGS12 GoLoco inh	aGlu spleen mod	GAA glycogen mod	GAA inh
CCOCC(=O)Nc1cccc(-c2nc3cccnc3s2)c1C	-14%[9.22 µM]	14%[10 µM]	1%	4%	3%	-2%	.
COc1cc(/C=C/C(=O)c2ccc(NS(=O)(=O)c3ccc(C)cc3)cc2)cc(OC)c1O	11%[9.22 µM]	5%[10 µM]	9%	27%	-8%	?	-9%
Cn1c(SCC(=O)NNC(=O)Nc2ccccc2)nnc1-c1ccccc1	16%[9.22 µM]	28%[10 µM]	.	4%	7%	4%	.
O=C(CN(Cc1ccco1)C(=O)CNS(=O)(=O)c1ccc(F)cc1)NCCc1ccccc1	-11%	5%	32%[activator][38.3 µM]	3%	-14%	-3%	3%
CN(c1ccccc1)S(=O)(=O)c1cccc(NC(=O)c2ccncc2)c1	-14%[9.22 µM]	16%[10 µM]	.	5%	-13%	4%	.
COc1ccc(NC(=S)NC2CCS(=O)(=O)C2)cc1 (centres undefined)	0%	3%[0.074 µM]	2%	16%	-6%	4%	0%
CCN(CC)CCCNc1cc(C)nc2cc(-c3cccs3)nn12	38%[9.22 µM]	4%[10 µM]	4%	19%	0%	-29%	2%
CC(C)c1ccc(NC(=S)NC2CC3C=CC2C3)cc1 (centres undefined)	-12%[9.22 µM]	13%[10 µM]	.	3%	-7%	-9%	.
O=C(N/N=C/c1cc(O)ccc1[N+](=O)[O-])c1ccc2c(c1)OCCO2	-2%[9.22 µM]	-58%[inhibitor][10 µM]	.	6%	11%	0%	.
CCCCOC(=O)Nc1ccc(N2CCCCC2)cc1	-22%	-44%[inhibitor]	3%[38.3 µM]	-8%	-8%	5%	0%[15.4 µM]
Cc1ccc(S(=O)(=O)N/N=C\c2ccc3c(c2)OCO3)cc1	-18%	-21%	-2%[38.3 µM]	10%	-7%	-7%	-5%
Fc1ccccc1COc1ccc2ccccc2c1CNc1nn[nH]n1	-9%	-101%[inhibitor]	0%	8%	0%	5%	4%
C=CCNC(=O)CSc1nnc(-c2ccncc2)n1CCc1ccccc1	2%	-5%[10 µM]	-4%	2%	-6%	-6%	-4%
Cc1cc(C(=O)CN2C(=O)NC3(CCCc4ccccc43)C2=O)c(C)n1Cc1ccco1 (centres undefined)	18%	-20%	21%[38.3 µM]	2%	0%	-2%	?
Cc1cc(C)c(NC(=O)c2ccccc2CCc2ccccc2)c(C)c1	-5%	11%	13%[38.3 µM]	-2%	3%	3%	4%
CCOC(=O)CON1C(=O)c2ccccc2C1=O	-2%	17%	10%[38.3 µM]	-5%	4%	0%	-5%
Cc1csc(NC(=O)c2cc(=O)[nH]c3ccccc23)n1	4%[9.22 µM]	16%[10 µM]	.	12%	1%	9%	-4%
CCOC(=O)C1CCCN(Cc2cc(OC)c(O)c(OC)c2)C1 (centres undefined)	-16%	?	14%[38.3 µM]	-2%	-13%	?	-2%
N#C/C(=C/c1ccc(F)cc1)C(N)=S	?	6%[10 µM]	-12%	-5%	-5%	35µM*	?
CCOc1cc(/C=C2\C(=O)N(Cc3ccco3)C(C)=C2C(=O)OC)ccc1O	45%	-26%	35%[activator]	-29%	-4%	?	10%
CCCCCNC(=O)c1ccc2c(=O)n(CCCOCC)c(=S)[nH]c2c1	7%	-49%[inhibitor]	?	1%	-1%	3%	4%
COc1ccc(Nc2nc(N)nc(CN3CCN(c4ccccn4)CC3)n2)cc1	26%	-17%	-5%[38.3 µM]	6%	-1%	11%	1%
COc1ccc2cc(-c3[nH]ncc3CN3CCCN(c4ccccc4)CC3)ccc2c1	-9%	-57%[inhibitor]	.	1%	-1%	-10%	-6%
COc1ccc(CNC(=O)c2cnc3n(c2=O)CCS3)cc1	5%	15%	-4%	-1%	-4%	13%	3%
C[N+]1(C2CCC3CCCC2C3O)CCCC1 (centres undefined)	-4%	1%[10 µM]	-1%	2.8µM*	-4%	0%	2%
Cc1ccc(C)c(C(=O)N(C)CC(=O)Nc2ccccc2C(F)(F)F)c1	-10%	-38%[inhibitor]	3%	-3%	9%	-3%	-1%
COCc1[nH][nH]c(=O)c1C=Nc1ccc(Oc2ccccc2)cc1	-7%	-3%	37%[activator][38.3 µM]	2%	-3%	6%	-3%
C=CCOc1ccc(/C(O)=C2/C(=O)C(=O)N(CCN3CCOCC3)C2c2ccc(C)cc2)cc1 (centres undefined)	3%	-12%	-19%[38.3 µM]	-2%	-4%	-2%	-3%
COc1ccc(OC)c(NC(=O)Nc2cccc(Cn3cccn3)c2)c1	?	-3%[10 µM]	7%[38.3 µM]	3%	-13%	5%	?
Cc1cc(C)nc(/N=C(\N)Nc2ccc3c(c2)OCCO3)n1	-12%[9.22 µM]	12%[10 µM]	-12%	-3%	5%	10%	?
CC12CCC(C(N)=O)(C1Br)C2(C)C (centres undefined)	13%	8%[0.074 µM]	3%	15%	-7%	-2%	5%
COc1cccc(Nc2ncc3ncc(=O)n(C[C@H]4CCCO4)c3n2)c1	.	-40%[inhibitor]	0%	9%	-5%	.	.
Clc1ccc(Nc2nc3cccnc3s2)cc1	8%[9.22 µM]	-20%	4%	2%	-10%	-9%	12%
C=CCn1c(-c2ccccc2)cc(SC)c(C#N)c1=O	-10%	-51%[inhibitor]	22%	11%	-18%	2%	-7%
CCS(=O)(=O)NCc1cn2c(C)csc2n1	10%	10%	-7%[38.3 µM]	6%	3%	3%	-1%
O=C(O)/C=C/C(=O)Nc1ccc(NC(=O)c2ccccc2)c(Cl)c1	17%	-33%	0%	-8%	-2%	10%	8%
COc1ccc(-n2nnnc2/C(=C/N(C)C)C(=O)c2ccccc2)cc1	-1%[9.22 µM]	18%[10 µM]	.	16%	0%	2%	.
CCn1c(=O)c([N+](=O)[O-])c(N2CCSCC2)c2ccccc21	5%[9.22 µM]	5%[10 µM]	.	0%	-1%	-7%	.
COCCNC(=O)CSc1nc2ccccc2c(=O)n1-c1cccc(OC)c1	7%	22%[10 µM]	14%	4%	-10%	4%	1%
CC1CCN(S(=O)(=O)c2ccc(S(=O)(=O)NCc3ccco3)cc2)CC1	13%	19%[10 µM]	4%	0%	4%	-6%	-5%
COc1ccc(CNC(=O)C(C#N)c2nc3ccccc3nc2N2CCCC2)cc1 (centres undefined)	-28%	-5%	11%[38.3 µM]	18%	5%	3%	-16%
Nc1ccccc1Nc1cc(-c2ccccc2)[nH]n1	-18%	-13%	40%[activator]	35%[activator]	9%	7.9µM*	1%
COc1ccc(-c2noc(=O)n2Cc2cc(C)ccc2C)cc1	0%[9.22 µM]	-6%[10 µM]	2%	13%	-7%	-9%	7%
COc1cc(/C=C/c2nc(N)nc(-c3ccccc3O)n2)cc(OC)c1OC	-13%	33%[10 µM]	8%	4%	-1%	11%	-11%
CC(C)CNC(=S)Nc1ccc(F)cc1	6%	16%[10 µM]	4%	10%	5%	-12%	6%
Cc1cc2c(cc1Cl)N(C(=O)Nc1ccnc3ccccc13)CC2	.	-17%[1.9 µM]	5%	6%	-12%	.	.
CCC1=C(OC(=O)N(CC)CC)N2C(=O)OC(=NCC3CC3)[C@]2(C)[C@H]2C1=CC[C@H]1C(=O)N(C)C(=O)[C@H]12	-8%[9.22 µM]	-1%	-12%	-4%&-7%	0%&-13%	6%	.
COc1ccc(NC(=O)COC(=O)c2cc(OC)c(OC)c(OC)c2)c([N+](=O)[O-])c1	11%[9.22 µM]	6%[10 µM]	.	16%	4%	-4%	.
COc1cccc(/C=N/NC(=O)c2cc3c(OC)cccc3[nH]2)c1O	2.2µM*	-87%[inhibitor][10 µM]	1%	6%	6%	-2%	0%
Cc1ccc2cc(CN(Cc3cccs3)Cc3nnnn3C(C)(C)C)c3nnnn3c2c1	6%	-20%	16%[38.3 µM]	13%	-2%	6%	-3%
O=C(O)c1ccc(S(=O)(=O)Nc2cccc(CP(=O)(c3ccccc3)c3ccccc3)c2)cc1	-15%[9.22 µM]	-24%[10 µM]	.	9%	-14%	-13%	.
Cc1cc(OCC(=O)N(Cc2ccco2)C2CCS(=O)(=O)C2)ccc1Cl (centres undefined)	-1%[9.22 µM]	2%[10 µM]	.	9%	1%	1%	.
CCCC(=O)Nc1nnc(-c2ccccc2)o1	-9%[9.22 µM]	6%[10 µM]	-5%	4%	-2%	-2%	.
O=C(Nc1cccc(F)c1)c1cc(S(=O)(=O)N2CCOCC2)cs1	-2%[9.22 µM]	19%[10 µM]	13%	3%	-3%	15%	?
Cc1ccc(S(=O)(=O)N(CC(=O)N2CCOCC2)CC(=O)N2CCOCC2)cc1	-3%	-5%	-3%	2%	-3%	-9%	0%
COc1ccc(OC)c(Nc2nc(-c3sc(NC(=O)CC(C)C)nc3C)cs2)c1	?	-78%[inhibitor]	13%[38.3 µM]	4%	-1%	-29%	-8%
CC(=O)Oc1ccc2c(c1)CCC1C2CC[C@]2(C)C(=O)CCC12 (some centres undefined)	.	-85%[inhibitor]	0%	6%	1%	.	.
O=C(CCC1CCCN(C(=O)CCC(F)(F)F)C1)NCc1ccc(F)c(F)c1 (centres undefined)	8%[9.22 µM]	8%[10 µM]	12%	20%	6%	-2%	8%
COc1ccc(C(OC(=O)c2c(C)noc2C)C(=O)NC2CCCC2)cc1 (centres undefined)	2%	-11%[10 µM]	18%[38.3 µM]	9%	-1%	3%	-8%
O=C(c1cccnc1)N1CCN(c2c(Cl)cccc2[N+](=O)[O-])CC1	2%	-10%	2%[38.3 µM]	5%	-6%	4%	-6%
CCS(=O)(=O)N1CCC(C(=O)N2CCc3ccccc3C2)CC1	?	-29%	.	.	-5%	11%	-4%
Cc1ccc2nc(-c3cccc(NS(C)(=O)=O)c3)cc(-c3ccccc3)c2c1	-8%	-10%[10 µM]	19%	5%	-3%	2%	?

Sorted by value in RGS12 GoLoco inh (high to low): 3 from the list above.
Structure,HTT aggregate,IMPase Li inh,RGS12 GoLoco inh,aGlu spleen mod,GAA glycogen mod,GAA inh
Cc1ccc2cc(CN(Cc3cccs3)Cc3nnnn3C(C)(C)C)c3nnnn3c2c1,6%,16%[38.3 µM],13%,-2%,6%,-3%
O=C(N/N=C/c1cc(O)ccc1[N+](=O)[O-])c1ccc2c(c1)OCCO2,-2%[9.22 µM],.,6%,11%,0%,.
CCOC(=O)C1CCCN(Cc2cc(OC)c(O)c(OC)c2)C1 (centres undefined),-16%,14%[38.3 µM],-2%,-13%,?,-2%

The list is partial, so the mix of outcomes need not match the whole.
